Fam108B inh: mouse Fam108B serine hydrolase inhibitors, primary screen, counter-screen for RBBP9 inhibitor project, biochemical, fluorescence polarization. recombinant Fam108B, FP-Rh probe fluorescence polarization. inhibition, % at 9.51 µM. hit rate 0.33% among 300,000. AID 1947, 2009;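 active = inhibition above the screen mean inhibition plus 3 SD, computed separately per campaign, cut at about 18% in these data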;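 also: inhibitors lower polarization as less probe binds the enzyme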
AGP1-GFP MLPCN: modulators of AGP1-GFP expression in yeast TOR pathway, primary screen, cell-based, multiplex flow cytometry, S. cerevisiae, MLPCN library | 3 h; GFP as percent of DMSO wells | GFP response vs DMSO, % at 10 µM | hit rate 0.02% among 320,000 | AID 2066, 2009;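 active = GFP response relative to DMSO above a set limit, near screen average plus 3 SD, cut at about 150% in these data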;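 also: median GFP channel fluorescence of the gated AGP1 strain per well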
CIT2 TOR yeast: modulators of CIT2-GFP expression in yeast, primary screen, S. cerevisiae, GFP fusion, multiplex flow cytometry, MLPCN library; hit rate 0.065% among 320,000; GFP response vs DMSO, % at 10 µM; S. cerevisiae CIT2-GFP strain, 3 h; 100 means same as DMSO wells;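 active = GFP response relative to DMSO above a set limit, near the screen mean plus 3 SD, cut at about 150% in these data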;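 also: ratio of well median GFP fluorescence to mean of DMSO wells on the plate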
GRK2 inh: compounds blocking aptamer binding on GRK2 – biochemical, human GRK2, bead flow cytometry, HTS, primary screen; Beta-adrenergic receptor kinase 1 (Homo sapiens), P25098; FAM-aptamer displacement from GRK2; inhibition of aptamer binding, % at 10 µM; hit rate 0.59% among 330,000;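 active = inhibition of aptamer binding above 40%, roughly 3 SD of noise, on plates passing a quality check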;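 also: median bead fluorescence of bound FAM aptamer so fluorescent compounds give negative values; no value below 0 was filed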
MCL1-BIM inh: inhibitors of MCL1 binding to BIM-BH3, primary screen, biochemical, fluorescence polarization. GST-MCL1 / FITC-Bim-BH3 fluorescence polarization. Induced myeloid leukemia cell differentiation protein Mcl-1 (Homo sapiens), Q07820. hit rate 0.68% among 320,000. inhibition, % at 10.9 µM;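 active = inhibition above the mean inhibition of all tested compounds plus 3 SD, set per campaign, cut at about 40% in these data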;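 also: 0% = DMSO wells and 100% = unlabeled Bim-BH3 peptide control; higher means more loss of mP so more displacement of Bim peptide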
GLD-1 RNA inh: GLD-1/TGE RNA complex disruptors, primary screen, biochemical, fluorescence polarization | purified GLD-1 + fluorescein TGE RNA | Female germline-specific tumor suppressor gld-1 (Caenorhabditis elegans), Q17339 | hit rate 0.44% among 320,000 | inhibition, % at 5.96 µM;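 active = percent inhibition above a per-plate cutoff, the plate mean of test compounds plus 3 SD, cut at about 30% in these data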;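 also: 0% = DMSO wells with GLD-1 and probe and 100% = wells lacking GLD-1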
BCLXL inh: inhibitors of human Bcl-xL, primary screen, biochemical, fluorescence polarization, HTS. Bcl-2-like protein 1 (Homo sapiens), Q07817. GST-Bcl-xL / FITC-Bim BH3 peptide fluorescence polarization. AID 2129, 2009. inhibition, % at 10.9 µM. hit rate 0.7% among 320,000;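 active = inhibition above the mean of all tested compounds plus 3 SD, cutoff set per campaign, cut at about 30% in these data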;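 also: 0% = DMSO wells and 100% = unlabeled Bim-BH3 peptide competitor; inhibitors lower millipolarization by displacing the labeled peptide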
VLA-4 inh: inhibition in human VLA-4 binding assay, primary screen, VLA-4 allosteric modulator project, MLPCN library, flow cytometry, VLA-4 expressing cells; AID 2557, 2010; inhibition, % (about 7 µM as worked out from the volumes in the protocol); ligand binding flow cytometry; Integrin alpha-4 (Homo sapiens), P13612; hit rate 0.2% among 330,000; in the data active = inhibition above about 50%
Target sequence (P13612 whole entry, looked up): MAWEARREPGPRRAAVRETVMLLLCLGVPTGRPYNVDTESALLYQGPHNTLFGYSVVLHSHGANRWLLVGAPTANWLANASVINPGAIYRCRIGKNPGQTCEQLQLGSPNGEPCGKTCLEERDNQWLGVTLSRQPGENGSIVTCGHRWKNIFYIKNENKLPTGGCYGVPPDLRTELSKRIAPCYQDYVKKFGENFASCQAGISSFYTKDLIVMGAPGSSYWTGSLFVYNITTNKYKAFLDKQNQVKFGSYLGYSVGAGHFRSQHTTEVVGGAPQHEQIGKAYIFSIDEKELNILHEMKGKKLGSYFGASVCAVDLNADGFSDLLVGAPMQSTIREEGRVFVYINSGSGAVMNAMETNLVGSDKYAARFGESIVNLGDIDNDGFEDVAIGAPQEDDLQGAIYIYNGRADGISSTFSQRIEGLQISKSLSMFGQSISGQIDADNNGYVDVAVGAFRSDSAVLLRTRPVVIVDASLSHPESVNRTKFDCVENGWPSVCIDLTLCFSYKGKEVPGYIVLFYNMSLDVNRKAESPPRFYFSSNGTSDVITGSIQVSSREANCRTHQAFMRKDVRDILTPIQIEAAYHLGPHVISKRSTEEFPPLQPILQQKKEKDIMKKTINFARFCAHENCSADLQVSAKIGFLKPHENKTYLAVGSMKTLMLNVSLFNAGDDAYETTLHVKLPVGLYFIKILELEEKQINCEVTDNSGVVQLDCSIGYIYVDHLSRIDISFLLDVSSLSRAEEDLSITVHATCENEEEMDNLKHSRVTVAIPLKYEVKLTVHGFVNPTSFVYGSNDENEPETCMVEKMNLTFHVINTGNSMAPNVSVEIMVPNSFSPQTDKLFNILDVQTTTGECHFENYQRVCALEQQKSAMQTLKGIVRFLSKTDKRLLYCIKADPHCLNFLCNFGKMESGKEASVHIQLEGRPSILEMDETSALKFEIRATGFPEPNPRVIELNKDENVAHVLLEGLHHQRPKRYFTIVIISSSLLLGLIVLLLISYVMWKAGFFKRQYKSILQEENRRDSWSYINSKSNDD
MEX-5 binding: MEX-5 zinc finger RNA-binding disruptors – biochemical, C. elegans, fluorescence polarization, MLPCN library, primary screen. hit rate 0.38% among 300,000. MEX-5/FITC-TCR2 RNA binding; active compounds read low. activity score (negative = inhibition of binding), % at 10 µM. AID 1832, 2009. Zinc finger protein mex-5 (Caenorhabditis elegans), Q9XUB2;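 active = inhibition past about -25% in most replicates, and total fluorescence under double the plate's negative control median, limit read from the data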;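 also: 0% = DMSO and -100% = 5 µM competing unlabeled TCR2 RNA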
Starred values were filed as active, the others as inactive.

`CC(=O)Nc1ccc(-c2nnc(SCC(=O)Nc3ccc4c(c3)oc3ccccc34)n2C)cc1` gave Fam108B inh 0, AGP1-GFP MLPCN 87, CIT2 TOR yeast 87, GRK2 inh 1, MCL1-BIM inh -22, GLD-1 RNA inh -4, BCLXL inh -32, VLA-4 inh -2 and MEX-5 binding -2.6.
`CN(CC(=O)NCc1cccnc1)S(=O)(=O)c1ccccc1` gave Fam108B inh -1, AGP1-GFP MLPCN 106, CIT2 TOR yeast 95, GRK2 inh 0, MCL1-BIM inh 2, GLD-1 RNA inh 4, BCLXL inh 1, VLA-4 inh 5 and MEX-5 binding 1.8.
`COc1cccc(OC)c1C(=O)NNS(=O)(=O)c1ccc2ccccc2c1` gave AGP1-GFP MLPCN 96, CIT2 TOR yeast 93, GRK2 inh 1 and VLA-4 inh 5.
Cc1ccc2nc(N/N=C/c3ccccc3F)nc(-c3ccccc3)c2c1 was read as Fam108B inh -3, AGP1-GFP MLPCN 94, CIT2 TOR yeast 92, GRK2 inh 1, MCL1-BIM inh -4, GLD-1 RNA inh 7, BCLXL inh 2 and VLA-4 inh 0.
Screening Cc1c(Cl)c(=O)n2c(=O)c(Cl)c(C)n12 returned Fam108B inh 0, AGP1-GFP MLPCN 101, CIT2 TOR yeast 103, GRK2 inh 2, MCL1-BIM inh 22, GLD-1 RNA inh 23, BCLXL inh 25, VLA-4 inh -6 and MEX-5 binding -12.
`CCOc1ccc(NC(=O)CNC(=O)c2nn(-c3ccc(OC)c(OC)c3)c(=O)c3ccccc23)cc1` gave Fam108B inh -7, AGP1-GFP MLPCN 102, CIT2 TOR yeast 106, GRK2 inh 0, MCL1-BIM inh -71, GLD-1 RNA inh -4, BCLXL inh -36, VLA-4 inh -6 and MEX-5 binding -1.3.
For Cc1ccc(C)c(N2CN(CCC3=CCCCC3)CNC2=S)c1 the results were Fam108B inh 1, AGP1-GFP MLPCN 99, CIT2 TOR yeast 94, GRK2 inh 0, MCL1-BIM inh 16, GLD-1 RNA inh 6, BCLXL inh 8 and VLA-4 inh -2.
For CN(CC(=O)Nc1ccc(OC(F)(F)F)cc1)C(=O)/C=C/c1cc2c(cc1[N+](=O)[O-])OCO2 the results were AGP1-GFP MLPCN 99, CIT2 TOR yeast 99, GRK2 inh 0, MCL1-BIM inh -10, GLD-1 RNA inh 7, BCLXL inh 3 and VLA-4 inh 12.
`O=C(COC(=O)Cn1cnc2ccccc21)Nc1ccc2c(c1)C(=O)c1ccccc1C2=O` gave Fam108B inh 6, AGP1-GFP MLPCN 101, CIT2 TOR yeast 103, GRK2 inh 0, MCL1-BIM inh 18, GLD-1 RNA inh 6, BCLXL inh 16, VLA-4 inh -21 and MEX-5 binding -0.4.
COc1cccc(C(=O)CC(=O)C(=O)Nc2cccc([N+](=O)[O-])c2C)c1 was read as Fam108B inh 3, AGP1-GFP MLPCN 102, CIT2 TOR yeast 92, GRK2 inh 0, MCL1-BIM inh 7, GLD-1 RNA inh -2, BCLXL inh 5, VLA-4 inh 1 and MEX-5 binding -0.4.

The closing 2 compounds of the section before are carried over, then new ones follow:
`O=C(COC(=O)Cn1cnc2ccccc21)Nc1ccc2c(c1)C(=O)c1ccccc1C2=O` gave Fam108B inh 6, AGP1-GFP MLPCN 101, CIT2 TOR yeast 103, GRK2 inh 0, MCL1-BIM inh 18, GLD-1 RNA inh 6, BCLXL inh 16, VLA-4 inh -21 and MEX-5 binding -0.4.
COc1cccc(C(=O)CC(=O)C(=O)Nc2cccc([N+](=O)[O-])c2C)c1 was read as Fam108B inh 3, AGP1-GFP MLPCN 102, CIT2 TOR yeast 92, GRK2 inh 0, MCL1-BIM inh 7, GLD-1 RNA inh -2, BCLXL inh 5, VLA-4 inh 1 and MEX-5 binding -0.4.
For N#C/C(=C\Nc1ccc(Cl)cn1)S(=O)(=O)c1ccccc1 the results were Fam108B inh 2, AGP1-GFP MLPCN 99, CIT2 TOR yeast 96, GRK2 inh 0, MCL1-BIM inh 2, GLD-1 RNA inh 1, BCLXL inh 3, VLA-4 inh -4 and MEX-5 binding -2.0.
`COc1ccc(OC)c(NC(=O)CSc2ccc(-c3ccco3)nn2)c1` gave Fam108B inh 4, AGP1-GFP MLPCN 79, CIT2 TOR yeast 78, GRK2 inh 3, MCL1-BIM inh 22, GLD-1 RNA inh 4, BCLXL inh 15, VLA-4 inh 9 and MEX-5 binding 0.2.
Screening COc1ccc(C2C(CN3CCOCC3)C(=O)N2c2ccccc2)cc1 (centres undefined) returned Fam108B inh -5, AGP1-GFP MLPCN 95, CIT2 TOR yeast 104, GRK2 inh 4, MCL1-BIM inh -2, GLD-1 RNA inh -4, BCLXL inh 2, VLA-4 inh 22 and MEX-5 binding -1.1.
For O=C(COc1ccccc1O)Nc1ccccc1Cl the results were Fam108B inh 3, AGP1-GFP MLPCN 88, CIT2 TOR yeast 84, GRK2 inh 0, MCL1-BIM inh 1, GLD-1 RNA inh 2, BCLXL inh 0, VLA-4 inh 2 and MEX-5 binding -0.7.
`Cc1ccc(-c2cc(C(F)F)n3ncc(C(=O)Nc4cn(C)nc4C)c3n2)cc1` gave Fam108B inh 0, AGP1-GFP MLPCN 97, CIT2 TOR yeast 108, GRK2 inh 0, MCL1-BIM inh -3, GLD-1 RNA inh 4, BCLXL inh -1, VLA-4 inh -7 and MEX-5 binding 0.0.
For COc1ccccc1C(=O)Nc1ccc(N2CCN(Cc3ccccc3)CC2)cc1 the results were Fam108B inh -5, AGP1-GFP MLPCN 94, CIT2 TOR yeast 96, GRK2 inh 2, MCL1-BIM inh 2, GLD-1 RNA inh -4, BCLXL inh 2, VLA-4 inh -2 and MEX-5 binding 0.4.
CC(C)CSc1nnc2c(n1)[nH]c1ccccc12 was read as Fam108B inh -4, AGP1-GFP MLPCN 90, CIT2 TOR yeast 100, GRK2 inh 0, MCL1-BIM inh 2, GLD-1 RNA inh 3, BCLXL inh 7, VLA-4 inh 10 and MEX-5 binding -0.3.
For Cn1c(=O)c2c(nc3n2CC(COc2ccccc2)O3)n(C)c1=O (centres undefined) the results were AGP1-GFP MLPCN 105, CIT2 TOR yeast 106, GRK2 inh 0, VLA-4 inh -3 and MEX-5 binding 0.7.
For O=C(c1cccs1)N1CCN(Cc2ccncc2)CC1 the results were Fam108B inh 0, AGP1-GFP MLPCN 102, CIT2 TOR yeast 102, GRK2 inh 3, MCL1-BIM inh -5, GLD-1 RNA inh 7, BCLXL inh 3, VLA-4 inh 9 and MEX-5 binding -1.6.
`Nc1ccc2nc(SCC(=O)Nc3ccc(N4CCOCC4)c(Cl)c3)sc2c1` gave Fam108B inh 3, AGP1-GFP MLPCN 98, CIT2 TOR yeast 115, GRK2 inh 3, MCL1-BIM inh -31, GLD-1 RNA inh 1, BCLXL inh -4, VLA-4 inh 7 and MEX-5 binding 2.3.
COc1ccc2c(C)cc(SCC(=O)c3ccc4c(c3)OCO4)nc2c1 was read as Fam108B inh -5, AGP1-GFP MLPCN 103, CIT2 TOR yeast 101, GRK2 inh 24, MCL1-BIM inh -4, GLD-1 RNA inh 2, BCLXL inh -1, VLA-4 inh -4 and MEX-5 binding 3.2.
Screening O=C1CC2(CCN(C(=O)c3cccc(Br)c3)CC2)Oc2ccccc21 returned Fam108B inh -5, AGP1-GFP MLPCN 99, CIT2 TOR yeast 96, GRK2 inh 3, MCL1-BIM inh -2, GLD-1 RNA inh -1, BCLXL inh -3, VLA-4 inh 6 and MEX-5 binding 1.0.
Screening CC1c2[nH]c3ccccc3c2CCN1S(C)(=O)=O (centres undefined) returned Fam108B inh -2, AGP1-GFP MLPCN 104, CIT2 TOR yeast 116, GRK2 inh 0, MCL1-BIM inh 2, GLD-1 RNA inh 9, BCLXL inh 4, VLA-4 inh 0 and MEX-5 binding -1.7.
`O=C(Cc1cccs1)N(c1ccc(F)cc1)C1(C(=O)NC2CCCCC2)CCCC1` gave Fam108B inh 1, AGP1-GFP MLPCN 97, CIT2 TOR yeast 103, GRK2 inh 4, MCL1-BIM inh 7, GLD-1 RNA inh -5, BCLXL inh 5, VLA-4 inh 10 and MEX-5 binding 3.5.
For CCOc1ccccc1N(CC(=O)Nc1ccc2c(c1)OCO2)S(C)(=O)=O the results were Fam108B inh -4, AGP1-GFP MLPCN 98, GRK2 inh 1, MCL1-BIM inh 9, GLD-1 RNA inh -5, BCLXL inh 6, VLA-4 inh 3 and MEX-5 binding -0.1.
`O=C(Nc1c(O)c2ccccc2[nH]c1=O)c1ccco1` gave Fam108B inh -5, AGP1-GFP MLPCN 96, CIT2 TOR yeast 88, GRK2 inh 5, MCL1-BIM inh -7, GLD-1 RNA inh 2, BCLXL inh 5, VLA-4 inh 10 and MEX-5 binding 0.1.
Screening CCCCc1nnc(NC(=O)CSCc2cc(=O)n3ccsc3n2)s1 returned Fam108B inh -1, AGP1-GFP MLPCN 104, CIT2 TOR yeast 106, GRK2 inh 0, MCL1-BIM inh 1, GLD-1 RNA inh 4, BCLXL inh 4, VLA-4 inh 11 and MEX-5 binding 0.4.
Screening CC1c2ccsc2CCN1S(=O)(=O)c1cccs1 (centres undefined) returned Fam108B inh -1, AGP1-GFP MLPCN 103, CIT2 TOR yeast 94, GRK2 inh 1, MCL1-BIM inh 3, GLD-1 RNA inh 9, BCLXL inh 1, VLA-4 inh 7 and MEX-5 binding -1.9.
For Cc1ccc(CN2CCN(/N=C/c3sccc3C)CC2)c(C)c1 the results were Fam108B inh -1, AGP1-GFP MLPCN 96, CIT2 TOR yeast 93, GRK2 inh 0, MCL1-BIM inh -6, GLD-1 RNA inh 5, BCLXL inh 5, VLA-4 inh -5 and MEX-5 binding -0.6.
Screening O=C(NCCc1nc2ccccc2[nH]1)/C(=C/c1ccco1)NC(=O)c1ccccc1Br returned Fam108B inh -1, AGP1-GFP MLPCN 103, CIT2 TOR yeast 94, GRK2 inh 0, MCL1-BIM inh 0, GLD-1 RNA inh 6, BCLXL inh 3, VLA-4 inh -2 and MEX-5 binding -1.4.
Screening Cn1c(SCC(=O)Nc2cccc(F)c2)nc2c([nH]c3ccccc32)c1=O returned Fam108B inh -7, AGP1-GFP MLPCN 101, CIT2 TOR yeast 99, GRK2 inh 2, MCL1-BIM inh 11, GLD-1 RNA inh -4, BCLXL inh -1, VLA-4 inh -10 and MEX-5 binding 2.0.
`Cc1ccc(NC2=C/C(=N/S(=O)(=O)c3cccs3)c3ccccc3C2=O)cc1` gave Fam108B inh 8, AGP1-GFP MLPCN 95, CIT2 TOR yeast 97, GRK2 inh 0, MCL1-BIM inh 5, GLD-1 RNA inh -1, BCLXL inh 8, VLA-4 inh 1 and MEX-5 binding 0.1.
CCCCNS(=O)(=O)c1ccc2nc(-c3cccnc3)cc(C(=O)NCC(OC)OC)c2c1 was read as Fam108B inh 3, AGP1-GFP MLPCN 102, CIT2 TOR yeast 102, GRK2 inh 1, MCL1-BIM inh 3, GLD-1 RNA inh 0, BCLXL inh 3, VLA-4 inh -6 and MEX-5 binding -0.5.
